Source: PubChem BioAssay (National Center for Advancing Translational Sciences (NCATS))
HEK293 tox: qHTS of GLP-1 Receptor Inverse Agonists: Cytotox Screen; HEK293 cAMP-luciferase reporter cells, luminescence, 24 h; Potency, µM (titrated, usually from 38.3 µM), without a hit: top-dose activity change, negative = inhibition, hits mostly inhibitors; 410,000 tested, 0.13% active; AID 624418, 2012;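 also: loss of luciferase light is scored as toxicity; potency is read from the fitted curve at half-maximal effect; % is scaled to controls: 0 for no effect and ±100 for the full control effect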
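Luminescence readout: signal drop marks cytotoxicity. Plated cells grew 12 h at 37 °C, 5% CO2, received 23 nL compound for 24 h, then got luciferase reagent, read after 12 min at RT.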
PTHR1 agonist: qHTS for PTHR1 Agonists: Primary Screen; Parathyroid hormone/parathyroid hormone-related peptide receptor (Homo sapiens), Q03431; HEK293 GP2 PTHR1 cells, GloSensor cAMP luminescence, 1 h; Potency, µM (highest dose often 115 µM), for inactives: top-dose activation, actives largely listed as activators; 410,000 tested, 0.075% active; AID 743266, 2014; also: potency is read from the fitted curve at half-maximal effect; nearly all actives have a fitted effect of over 55% in size; some results filed as inactive show a strong effect at the top dose; inactives centre near -15; many of its hits are not listed in these tables
Target sequence (Q03431 whole entry, looked up): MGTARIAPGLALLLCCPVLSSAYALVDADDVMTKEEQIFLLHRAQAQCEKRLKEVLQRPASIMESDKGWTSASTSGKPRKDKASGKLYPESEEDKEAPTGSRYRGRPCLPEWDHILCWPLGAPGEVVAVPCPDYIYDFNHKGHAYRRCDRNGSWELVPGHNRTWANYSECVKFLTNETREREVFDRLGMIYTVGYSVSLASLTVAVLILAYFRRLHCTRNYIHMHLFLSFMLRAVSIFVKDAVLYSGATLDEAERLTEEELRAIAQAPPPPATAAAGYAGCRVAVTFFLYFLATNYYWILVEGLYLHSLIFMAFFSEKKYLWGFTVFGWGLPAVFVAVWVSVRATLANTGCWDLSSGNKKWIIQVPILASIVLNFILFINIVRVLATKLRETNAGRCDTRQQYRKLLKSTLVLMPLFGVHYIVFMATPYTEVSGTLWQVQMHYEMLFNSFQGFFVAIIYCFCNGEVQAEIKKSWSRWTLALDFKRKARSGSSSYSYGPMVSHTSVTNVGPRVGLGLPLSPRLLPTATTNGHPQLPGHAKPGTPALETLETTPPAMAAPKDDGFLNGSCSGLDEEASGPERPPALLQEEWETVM
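HEK-293-derived GP2 cells expressing PTHR1 and a GloSensor cAMP reporter, 3,000/well, plated overnight, given luciferin plus IBMX (each 0.5 mM as added) for 1 h at 37 °C, then compound for 1 h at 37 °C. Luminescence was read after 15 min at room temperature.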
EPAC1 agonist: qHTS for Agonist of cAMP-regulated guanine nucleotide exchange factor 3 (EPAC1): primary screen | Rap guanine nucleotide exchange factor 3 (Homo sapiens), O95398 | EPAC1 agonist qHTS, biochemical assay; response scale: 100% = response to 6.5 mM cAMP | Potency, µM (doses to about 154 µM), for the others: at the highest dose activation, usual class: activators | 360,000 tested, 0.073% active; also: potency is read from the fitted curve at half-maximal effect; nearly all actives have a fitted effect of over 60% in size
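Normalized to 6.5 mM cAMP, activity reflects EPAC1-catalysed release of BODIPY-GDP from Rap1B, followed kinetically over 30 min at 480 nm excitation, 540 nm emission. Reaction contained 100 nM EPAC1, 250 nM Rap1B-BODIPY-GDP, 50 uM GDP.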
EPAC1 antag: qHTS for Antagonist of cAMP-regulated guanine nucleotide exchange factor 3 (EPAC1): primary screen; 360,000 tested, 0.14% active; Potency, µM (highest dose often 115 µM), inactives show top-dose activity change, negative = inhibition, hits mostly inhibitors; AID 720709, 2013; EPAC1 GEF assay, Rap1b-BODIPY-GDP exchange fluorescence; Rap guanine nucleotide exchange factor 3 (Homo sapiens), O95398;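 also: potency is read from the fitted curve at half-maximal effect; plate controls were vehicle for no effect and positive control for full effect; nearly all actives have a fitted effect of over 50% in size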
GLP1R inv ag: qHTS of GLP-1 Receptor Inverse Agonists (Inhibition Mode); Glucagon-like peptide 1 receptor (Homo sapiens), P43220; 410,000 tested, 1.6% active; Potency, µM (doses to about 38.3 µM), inactives show at the top dose activity change, negative = inhibition, actives largely listed as inhibitors; AID 624417, 2012; HEK293 GLP-1R CRE-luciferase, luminescence, 24 h; GLP-1R form is constitutively active; also: potency is read from the fitted curve at half-maximal effect; % is scaled to controls: 0 for no effect and ±100 for the full control effect; nearly all actives have a fitted effect of over 55% in size
Target sequence (P43220 whole entry, looked up): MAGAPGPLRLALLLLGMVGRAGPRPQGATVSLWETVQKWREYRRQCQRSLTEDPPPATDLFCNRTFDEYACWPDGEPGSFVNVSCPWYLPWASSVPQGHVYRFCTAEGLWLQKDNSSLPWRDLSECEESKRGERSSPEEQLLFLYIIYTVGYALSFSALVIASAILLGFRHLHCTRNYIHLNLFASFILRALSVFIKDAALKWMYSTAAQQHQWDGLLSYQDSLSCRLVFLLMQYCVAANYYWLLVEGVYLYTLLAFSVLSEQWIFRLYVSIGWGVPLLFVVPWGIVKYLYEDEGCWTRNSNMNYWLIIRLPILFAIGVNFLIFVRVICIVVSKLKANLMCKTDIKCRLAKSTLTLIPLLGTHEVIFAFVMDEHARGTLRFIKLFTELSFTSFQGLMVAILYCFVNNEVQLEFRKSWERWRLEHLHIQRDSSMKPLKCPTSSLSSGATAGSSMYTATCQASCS
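HEK293 cells stably co-expressing constitutively active GLP-1R and a cAMP-responsive luciferase reporter were seeded in DMEM with 10% Nu serum, given compounds after 12 h, and incubated 24 h at 37 deg C. Luminescence was then read.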
IL2 activator: qHTS of IL-2 Activators; activation, % (series mostly up to about 46 µM); 360,000 tested, 0.065% active; IL-2 activation reporter assay, cell-based qHTS; stimulated with anti-CD3/CD4/CD28 beads; in transgenic mouse T cells; AID 652025, 2013; in the data active = activation above about 50%; inconclusive = mostly about 30% to 49%; also: 0% is about no effect
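Screening format: compound pinned onto unstimulated transgenic mouse T cells, 60 min incubation, then anti-CD3/anti-CD4/anti-CD28 bead stimulation for 18 hours at 37 degrees C, followed by EGFP and DsRed detection.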
GLP1R ag: qHTS of GLP-1 Receptor Agonists. Potency, µM (series often up to 45.6 µM), without a hit: top-dose activation, usual class: activators. 380,000 tested, 0.007% active. HEK293 GLP-1R CRE-luciferase, luminescence, 4-6 h; cells express a hypersensitive GLP-1R form; also: potency is read from the fitted curve at half-maximal effect; % of control where 0% means no effect
PI5P4Ka inh: qHTS for Inhibitors of phosphatidylinositol 5-phosphate 4-kinase (PI5P4K); PI5P4Kalpha enzyme, ADP-Glo luminescence, 60 min; active compounds read low; max response, %; 330,000 tested, 1.2% active; AID 652105, 2013; active = max response of -50% or lower; inconclusive = between -30% and -50%; inactive = -30% or higher; also: value at the top dose of about 77 µM; % is scaled to controls: 0 for no effect and ±100 for the full control effect
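Quantitative HTS of the MLSMR library against PI5P4Kalpha with substrate. ATP added last at 5 microM final; room temperature, 60 minutes. Remaining ATP depleted, ADP converted and read as luminescence.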
PLK1 PBD inh: qHTS for Inhibitors of PLK1-PDB (polo-like kinase 1 - polo-box domain): Primary Screen; Serine/threonine-protein kinase PLK1 (Homo sapiens), P53350; Plk1 PBD binding of FITC phosphopeptide, fluorescence polarization; Potency, µM, for the others: max response, negative = inhibition, usual class: inhibitors; 360,000 tested, 2.8% active; AID 720504, 2013; also: potency is read from the fitted curve at half-maximal effect; series mostly up to about 57 µM; % is scaled to controls: 0 for no effect and ±100 for the full control effect; nearly all actives have a fitted effect of over 65% in size
* hit, by the source's call; i = inactive; ? = inconclusive; / = not tested or not shown; [ ] = dose if it differs, or a comment. Unless noted, calls follow the shape of the dose curve; as a rule, active = well fitted curve in the direction sought with a large enough effect; inconclusive = small, poorly fitted or top-dose-only effect, or another doubt; inactive = no such curve, though single readings can be large; an effect the other way counts as inactive or inconclusive.

SMILES	HEK293 tox	PTHR1 agonist	EPAC1 agonist	EPAC1 antag	GLP1R inv ag	IL2 activator	GLP1R ag	PI5P4Ka inh	PLK1 PBD inh
COc1cccc(C2CNC3(CCCC(C)C3)c3[nH]c4ccccc4c32)c1OC (configuration not stated)	?	-42.0%[inhibitor]	-3.5%	-1.9%	?	-0.3	-1.3%	6.3	-21.0%
FC(F)(F)c1cc(-c2ccco2)nc(N2CCOCC2)n1	-5.6%	i	-14.0%	-0.6%	-1.1%	-0.2	18.5%	0.5	-4.6%
CC(C)n1c(CN(C)Cc2ccccc2)nc2c1c(=O)n(C)c(=O)n2C	0.4%	-28.7%	5.4%	-10.2%	9.8%	-0.5	6.0%	7.3	0.1%
COc1ccc(N2C(=O)/C(=C\c3ccco3)N=C2SCC(N)=O)cc1Cl	?	-16.9%	8.1%	-9.6%	38.0%	-0.1	10.0%	-28.8	-9.1%
CCc1ccc(N(CC(=O)Nc2ccc(NC(C)=O)cc2)S(=O)(=O)c2ccccc2)cc1	-1.0%	i	-3.9%	-4.3%	?	-3.1	10.9%	5.5	-3.9%
COC(=O)c1ccc(C)c(NC(=O)CCNC(=O)c2ccc([N+](=O)[O-])cc2)c1	11.0%	i	-6.3%	3.0%	8.5%	2.4	11.3%	-2.0	1.6%
Cc1ccc(C)c(NC(=S)NCCSc2ccc(Cl)cc2)c1	?	-42.3%[inhibitor]	8.9%	-4.4%	?	-1.3	-3.4%	18.0	-0.6%
COc1ccc(NC(=O)CSc2nc3ccsc3c(=O)n2CCCCCC(=O)O)cc1	6.5%	i	-5.4%	-24.6%	-5.3%	-4.6	-0.3%	0.7	-7.9%
O=C(Cn1c2c(sc1=O)C1c3ccccc3OCC1CS2)Nc1ccc(Cl)c(Cl)c1 (configuration not stated)	18.8%	-6.9%	11.7%	-0.8%	?	0.4	-1.7%	1.4	-18.2%
Cn1cccc1C(=O)NC(=O)COC(=O)C12CC3CC(CC(O)(C3)C1)C2	-11.2%	-12.2%	6.0%	-0.5%	-15.0%	1.1	-26.5%	0.9	-1.2%
Cc1c(Cc2ccccc2)c(=O)oc2cc(OCC(=O)NC(Cc3ccc(Cl)cc3)C(=O)O)ccc12 (configuration not stated)	3.1%	-37.1%	-30.6%[inhibitor]	-19.2%	15.6%	1.1	-0.2%	4.9	?
c1ccc(CN2CCC(Nc3ncnc4sccc34)CC2)cc1	8.9%	15.6%	6.6%	-35.8%	14.4%	-1.3	1.7%	-11.0	-19.6%
O=C(OC(C(=O)NCc1cccs1)c1ccccn1)c1cccs1 (configuration not stated)	-33.2%	i	3.2%	-4.3%	3.7%	-0.9	-7.6%	/	-1.7%
O=C(CSc1nnc(-c2ccco2)n1Cc1ccco1)NCc1ccccc1	15.2%	i	5.0%	3.6%	-13.9%	-1.4	2.9%	-0.3	-6.2%
CN(CC(=O)O)S(=O)(=O)c1ccc2c(c1)n(C)c(=O)c(=O)n2C	6.3%	-44.9%[inhibitor]	9.1%	7.6%	0.3%	-1.0	0.2%	4.5	-13.9%
CC(=O)Nc1ccc(S(=O)(=O)Oc2ccc(C(=S)N3CCCCC3)cc2)cc1	-14.6%	-22.9%	13.2%	-8.9%	?	-0.5	1.9%	-3.9	?
COc1ccc(C(=O)C2CCCN(C(=O)c3csc(C(C)=O)c3)C2)c(C)c1 (configuration not stated)	-5.4%	-9.5%	9.6%	-2.0%	-27.4%	-1.8	-2.5%	-5.3	?
Cc1c(Cl)c([N+](=O)[O-])nn1CC(=O)NC(C)C1CC2CCC1C2 (configuration not stated)	-1.9%	i	2.7%	-15.5%	?	-2.4	-30.5%[inhibitor]	2.0	-5.1%
COc1ccc(NC(=O)OC(C)C)cc1	4.6%	-31.6%[inhibitor]	-6.4%	15.4%	46.1%[activator]	-4.4	-4.7%	-8.7	-9.9%
CCOc1ccc(NS(=O)(=O)c2cc(C(=O)N3CCN(c4ccccc4O)CC3)ccc2Cl)cc1	-30.5%	-20.0%	0.3%	-3.3%	?	-4.8	11.2%	-8.9	3.7%
C[C@H](CO)N1C[C@H](C)[C@@H](CN(C)Cc2ccc(O)cc2)OCc2cnnn2CCCC1=O	-10.0%	i	3.1%	-0.4%	0.7%	1.1	7.3%	-2.1	-14.9%
Cc1ccc([C@H]2C[C@@H](n3cc(-c4ccc(F)cc4)nn3)[C@H](O)CN2CC2CCCCC2)cc1	2.9%	-12.8%	2.4%	11.4%	-2.4%	-0.7	-1.5%	8.7	0.3%
COc1ccccc1CCC(=O)OCc1csc(CC(=O)Nc2ccccc2C)n1	-4.5%	i	6.6%	2.7%	0.0%	-1.2	5.1%	-1.2	-3.8%
O=c1ccn([C@@H]2O[C@H](CNCc3cccn3-c3ccncc3)[C@@H](O)[C@H]2O)c(=O)[nH]1	4.3%	?	-14.1%	5.3%	25.4%	0.4	-1.5%	-0.6	-16.5%
O=C(CN1CCCCC1)N1CCN(c2ccccc2)CC1	-7.7%	-3.9%	0.2%	10.4%	-3.3%	-0.1	-0.5%	0.3	-11.4%

The list goes on, starting with the last three of the part before.
SMILES	HEK293 tox	PTHR1 agonist	EPAC1 agonist	EPAC1 antag	GLP1R inv ag	IL2 activator	GLP1R ag	PI5P4Ka inh	PLK1 PBD inh
COc1ccccc1CCC(=O)OCc1csc(CC(=O)Nc2ccccc2C)n1	-4.5%	i	6.6%	2.7%	0.0%	-1.2	5.1%	-1.2	-3.8%
O=c1ccn([C@@H]2O[C@H](CNCc3cccn3-c3ccncc3)[C@@H](O)[C@H]2O)c(=O)[nH]1	4.3%	?	-14.1%	5.3%	25.4%	0.4	-1.5%	-0.6	-16.5%
O=C(CN1CCCCC1)N1CCN(c2ccccc2)CC1	-7.7%	-3.9%	0.2%	10.4%	-3.3%	-0.1	-0.5%	0.3	-11.4%
Cc1cc(SCC(=O)NCc2ccc(F)cc2)nc(=O)[nH]1	-4.8%	6.5%	/	/	3.4%	/	-2.3%	/	/
O=C(c1ccc(S(=O)(=O)N2CCCCCC2)cc1)N1CCN(c2ccccn2)CC1	-23.2%	-9.4%[57.5 µM]	-1.4%	-8.8%	?	1.7	-1.0%	/	-0.3%
Cc1cc(C)c(C#N)c(N2CCN(c3ccccc3)CC2)n1	-33.6%	-3.4%	-2.4%	8.6%	?	-2.2	19.9%	-1.5	4.9%
COc1ccccc1N1CCN(C(=O)C2CCN(S(=O)(=O)c3ccc(F)cc3)CC2)CC1	-7.1%	-5.5%	-1.1%	1.5%	0.0%	-1.2	-1.7%	/	-4.8%
CCCCC(=O)NCc1ccc2c(c1)cc(C)n2C	-2.3%	-3.9%[57.5 µM]	6.6%	2.9%	10.0%	-0.6	8.9%	0.5	-2.9%
CCn1c(SCC(=O)NCc2ccccc2)nnc1-c1cccnc1	-4.7%	0.8%	0.2%	6.5%	16.0%	1.7	5.1%	-0.1	-4.9%
CS(=O)(=O)NCCSCc1ccco1	5.3%	2.7%[57.5 µM]	4.2%	-8.8%	-6.8%	0.1	7.0%	/	-7.8%
O=C(NC1CCN(c2ncccn2)CC1)c1ccccc1Cl	-22.6%	i	0.8%	11.9%	4.6%	-1.2	7.9%	-1.7	0.8%
COc1cccc(CNC(=O)c2ccccc2NC(=O)C2=C(C)OCCS2)c1OC	3.5%	i	-5.0%	-7.8%	-29.6%	-0.3	-1.9%	5.7	-19.0%
COC(=O)CNC(=O)c1cn(-c2ccc(C)c(C)c2)c(=O)c2ccccc12	-6.4%	i	-4.5%	-20.2%	-2.2%	1.2	5.6%	5.2	-5.4%
Cc1cc2ncn(S(=O)(=O)N3CCOCC3)c2cc1C	1.8%	i	5.7%	3.9%	0.0%	0.1	1.9%	/	-6.9%
CCO[C@H]1OC(C(N)=O)=C[C@@H](c2coc3ccccc3c2=O)[C@@H]1CCCO	-7.9%	-18.8%	-2.2%	-0.8%	19.4%	1.3	-0.6%	-8.1	-4.5%
CCN(CC(=O)Nc1ccccc1C(F)(F)F)C(=O)c1ccccc1OCc1ccc(F)cc1	-1.9%	-25.5%	2.5%	5.7%	10µM*	-2.6	-0.6%	-3.0	2.2%
CC(C)C(=O)N=c1sc2cc(F)cc(F)c2n1C	2.6%	-0.6%	-4.2%	?	1.5%	0.2	-2.4%	0.5	-14.6%
CN1CCN(S(=O)(=O)c2ccc(Cl)c3ccccc23)CC1	-3.4%	-11.2%	6.6%	13.4%	?	3.7	-3.0%	4.1	-15.7%
CSc1ccc(CN(C)CC(=O)Nc2ccc(C)cc2Br)cc1	18.7%	i	11.9%	-18.2%	?	-6.0	14.6%	16.0	-13.4%
O=C(O)c1ccc(C(=O)O)c(C(=O)c2ccccc2)c1	-9.4%	-3.3%	4.4%	-0.6%	15.0%	0.2	3.6%	8.5	-6.2%
CCOc1ccc(NC(c2ccccc2)P(=O)(OC)OC)cc1 (configuration not stated)	7.4%	i	0.9%	15.9%	12.1%	1.7	11.4%	2.0	-6.1%
COc1ccc(Nc2nc(N)nc(CSc3nnc(N)s3)n2)cc1	-3.2%	i	2.1%	0.6%	0.0%	-1.1	-2.9%	-11.3	-3.5%
COCC(C)NC(=O)c1cnn2c(C(F)F)cc(-c3ccccc3)nc12 (configuration not stated)	5.4%	-24.2%	/	/	3.8%	/	0.6%	/	/

A portion of the library; rates above refer to the full screens.
